# KOR beta-arrestin-1 – kappa opioid receptor activators – cell-based, luminescence, uHTS, primary screen (AID 1777) | 280,000 compounds, 0.02% hits | KOR beta-arrestin recruitment, luminescence; higher % means a stronger effect | one-dose activation, % at 10 µM; EC50 in µM for titrated hits; in the data active = activation above about 50%, passing the limit was not always enough; also: a part of the inactive calls stands beside numbers as strong as those of hits
# GPR55 LPI antagonism – inhibition of LPI-stimulated GPR55 beta-arrestin translocation – imaging, U2OS, beta-arrestin-GFP, LPI agonist, primary screen (AID 2013); 290,000 compounds, 0.13% hits; U2OS GPR55 beta-arrestin-GFP translocation imaging, LPI antagonism; higher % means a stronger effect; inhibition, % at 10 µM; hits with a dose series show IC50 in µM;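 active = spots per cell inhibited over 60%, with over 100 cells counted and total cytoplasm intensity under 500,000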;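 also: U2OS cells stably carrying GPR55 and arrestin-GFP stimulated by 5 µM LPI near EC80; imaged beta-arrestin-GFP aggregate spots per cell after agonist stimulation; plate controls were LPI-stimulated DMSO wells for no effect and DMSO wells without LPI for full effect; some results filed as inactive read as strong as hits; confirmed hits need IC50 under 10 µM and bright autofluorescent wells are also inconclusive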
# MgcRacGAP inhibition – MgcRacGAP GTPase-activating activity inhibitors, confirmation, biochemical, ADP Hunter fluorescence. MgcRacGAP-stimulated Rac1 GTP hydrolysis, ADP Hunter fluorescence; higher % means a stronger effect; GST-tagged Rac1 F28L mutant substrate. one-dose inhibition, % at 30 µM; IC50 in µM for titrated hits. 340,000 compounds, 0.6% hits. AID 624330;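 active = first-screen hits whose inhibition reached a set limit at any dose in the follow-up dose series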;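 also: fluorescence reports GDP produced by GAP-driven GTP hydrolysis; strong numbers were not always called active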
# KOR beta-arrestin-2 – kappa opioid receptor blockers – cell-based, luminescence, uHTS (AID 1778); KOR beta-arrestin recruitment, luminescence, antagonist mode; higher % means a stronger effect; 290,000 compounds, 0.091% hits; one-dose inhibition, % at 10 µM; IC50 in µM for titrated hits; in the data active = inhibition above about 50%; also: strong numbers were not always called active
# UTI89 phage lysis – inhibition of K1F phage lysis, E. coli UTI89, bacterial capsule biogenesis inhibitors, alamar blue (AID 488966) | E. coli UTI89 K1F phage lysis, alamar blue, 2 h; higher % means a stronger effect | inhibition, % at 100 µM; hits with a dose series show IC50 in µM | 340,000 compounds, 0.02% hits;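 active = phage lysis inhibition, versus mean bacterial control, above a set limit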;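 also: capsule biogenesis inhibitors block K1F phage lysis so surviving cells raise fluorescence; higher fluorescence means more inhibition of phage lysis; actives were called in the ten point dose series up to 300 µM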
# GPR35 antagonists – inhibition of zaprinast-stimulated GPR35 beta-arrestin translocation – imaging, U2OS, beta-arrestin-GFP, zaprinast agonist, primary screen (AID 2058). U2OS GPR35 beta-arrestin-GFP translocation imaging, zaprinast antagonism; higher % means a stronger effect. one-dose inhibition, % at 10 µM; IC50 in µM for titrated hits. 290,000 compounds, 0.052% hits;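 active = inhibition of at least 50% with at least 30 cells and total cytoplasm GFP at most 10,000,000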
# NOD1 inhibition – inhibition of NOD1-driven NF-kB reporter – cell-based, luminescence, uHTS, primary screen (AID 1578); NOD1-driven NF-kB luciferase reporter cells, luminescence; higher % means a stronger effect; inhibition, % at 4 µM; hits with a dose series show EC50 in µM; 290,000 compounds, 1% hits; in the data active = inhibition mostly above about 36%, no sharp cut-off; inactive = mostly below about 34%;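 also: HEK-293T reporter cells stimulated with the NOD1 agonist gamma-tri-DAP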
# NTR1 agonist – NTR1-driven beta-arrestin-GFP spot formation – imaging, U2OS cells, high content, primary screen (AID 493036) | P30989 | agonist mode | activation, % at 20 µM | 330,000 compounds, 0.17% hits;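 active = activation at or above 40% of the spot to cytoplasm intensity ratio, with at least 20 cells analyzed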;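 also: 0% = DMSO without peptide and 100% = 100 nM NTR1 peptide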
# Target sequence (P30989 whole entry, looked up): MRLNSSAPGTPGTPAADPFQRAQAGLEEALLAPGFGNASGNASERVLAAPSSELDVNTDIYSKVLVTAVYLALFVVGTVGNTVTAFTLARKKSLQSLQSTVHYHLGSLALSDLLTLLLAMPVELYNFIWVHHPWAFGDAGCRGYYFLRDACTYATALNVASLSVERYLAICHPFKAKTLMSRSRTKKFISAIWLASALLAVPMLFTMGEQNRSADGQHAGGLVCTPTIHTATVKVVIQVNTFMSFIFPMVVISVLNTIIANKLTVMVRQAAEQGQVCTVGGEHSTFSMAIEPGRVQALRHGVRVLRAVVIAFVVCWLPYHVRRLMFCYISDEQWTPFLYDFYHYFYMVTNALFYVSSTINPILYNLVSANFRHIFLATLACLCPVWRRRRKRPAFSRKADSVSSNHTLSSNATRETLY
# GPR55 activation – GPR55 agonists via beta-arrestin recruitment, primary screen, imaging, U2OS cells, beta-arrestin-GFP redistribution (AID 1961); U2OS GPR55 beta-arrestin-GFP redistribution imaging; higher % means a stronger effect; activation, % at 10 µM; hits with a dose series show EC50 in µM; 290,000 compounds, 0.048% hits;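 active = activation above 40% with more than 50 cells counted in the well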;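 also: U2OS osteosarcoma cells stably expressing GPR55 and beta-arrestin-GFP; plate controls were DMSO negative control for no effect and LPI positive control for full effect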
# NTR1 agonist cell count 20 µM – second read-out of NTR1 agonist, no call of its own (marks repeat the call); cell count; measured here: cell count, cytotoxicity flag
# Starred values were filed as active, the others as inactive; nt = no result given; [ ] = remark or other dose. An excerpt. The share of hits here may be higher or lower than overall.
SMILES,KOR beta-arrestin-1,GPR55 LPI antagonism,MgcRacGAP inhibition,KOR beta-arrestin-2,UTI89 phage lysis,GPR35 antagonists,NOD1 inhibition,NTR1 agonist,NTR1 agonist cell count 20 µM,GPR55 activation
O=C(OCc1cccc2ccccc12)C1CC(=O)N(c2ccccc2)C1 (stereo not drawn),-5.7%,-9.2%,4.8%,6.2%,-0.2%,10.0%,-14.6%,-0.7,52,0.4%
CC(C)(S)[C@@H](N)C(=O)O,-0.8%,6.4%,13.7%,-34.7%,2.9%,5.7%,-22.4%,-2.4,36,-0.2%
O=C(Nc1ccc2nc(-c3ccccc3)oc2c1)c1ccco1,-0.8%,18.4%,-2.8%,16.7%,1.9%,9.4%,-32.1%,-5.6,82,-0.1%
CCCNC(=O)C1=C(C)C(=O)OC12CCC(C)CC2 (stereo not drawn),-3.4%,5.1%,10.0%,35.1%,0.7%,-16.7%,-6.4%,-3.6,74,-0.1%
Cc1ccc2c(c1)N(CC(=O)N1CCN(C3CCCCC3)CC1)C(=O)CO2,-4.4%,6.8%,2.2%,25.2%,-0.2%,-1.5%,-16.2%,-0.1,48,-0.2%
COc1ccc(C2=NS(=O)(=O)N(C)C(C(=O)N3CCCCC3)=C2)cc1OC,-1.9%,5.6%,11.6%,-5.9%[20 µM],-0.3%,13.8%,-7.1%,2.6,90,1.4%
CC(C)CCC1(CCNC(=O)c2cccs2)CCOC(C)(C)C1 (stereo not drawn),5.5%,-4.0%,0.1%,19.8%,0.8%,-0.8%,-0.1%,1.1,38,0.4%
O=C(Cn1c(=O)c(=O)n(Cc2ccccc2)c2ccc(Cl)cc21)Nc1ccc(F)cc1F,-4.4%,-7.9%,5.8%,-38.1%,0.2%,-7.9%,-30.3%,1.4,35,-0.1%
O=C(CNC(=O)N1CC(=O)Nc2ccccc21)Nc1ccccc1F,-0.1%,4.8%,7.0%,-23.4%,-0.6%,16.1%,-11.1%,-0.2,61,-0.1%
Cc1ccc(NC(=O)C(C)SCc2ccccc2)cc1 (stereo not drawn),-3.0%,2.8%,8.7%,-4.2%,1.5%,-6.2%,-15.0%,2.3,59,-0.1%
Clc1cccc(Cl)c1COn1nnc2ccccc21,-9.2%,0.6%,4.3%,16.7%,-1.5%,-1.5%,-47.5%,-1.1,72,-0.1%
CCOC(=O)C1CCCN(C(=O)C(=O)c2cn(CC(=O)N3CCOCC3)c3ccccc23)C1 (stereo not drawn),3.1%,8.0%,7.3%,12.0%,0.0%,-1.3%,-6.9%,0.8,52,0.3%
Cc1[nH]c2ccccc2c1C(=O)CN1CCN(c2ccc(Cl)cc2)CC1,-0.8%,14.5%,12.9%,-33.0%,0.3%,3.8%,-16.1%,6.0,68,-0.1%
CCOC(=O)N1CCN(CC(O)c2ccccc2)CC1 (stereo not drawn),-4.5%,-8.2%,27.5%,-30.0%,-0.3%,1.2%,-28.2%,1.2,54,-0.3%
Cc1ccc(OCC(O)CN2CCN(CCO)CC2)c(C)c1 (stereo not drawn),-0.7%,10.0%,0.8%,-32.8%[20 µM],-0.1%,-10.0%,-26.9%,-2.3,26,0.0%
CCCC(C)c1nc(C(N)=O)c2[nH]c(=O)n(-c3ccc(OC)cc3OC)c2n1 (stereo not drawn),-0.2%,-8.0%,-5.2%,5.1%,0.2%,6.1%,-7.1%,-0.8,47,-0.1%
Cc1ccc(S(=O)(=O)N(C)C)cc1NC(=O)COC(=O)Cc1n[nH]c(=O)c2ccccc12,1.5%,15.2%,6.6%,7.3%,-0.1%,11.5%,-12.5%,-0.2,55,0.0%
CN(Cc1ccccc1)C(=O)c1nc2ccccn2c1CN1CCCC1c1nccs1 (stereo not drawn),-4.0%,-10.9%,7.6%,9.0%,0.0%,-15.0%,-18.2%,1.4,56,-0.2%
Cc1ccc2c(c1)N(CC(=O)Nc1c(C)cccc1C)C(=O)c1cccnc1O2,7.5%,4.9%,1.1%,-25.8%,1.0%,9.6%,-39.5%,-1.0,60,0.5%
CCOCC(=O)N1CCCC(C(=O)OCC)C1 (stereo not drawn),1.2%,-0.1%,5.5%,30.9%,0.9%,-10.4%,nt,-0.9,42,-0.3%
CCN1CCN(C(=O)CN(C)S(=O)(=O)c2cc(C)ccc2OC)CC1,nt,9.3%,-5.2%,-28.1%[20 µM],2.5%,7.1%,-35.7%,0.0,89,-0.1%
C/C(CCc1ccc2c(c1)OCO2)=N\N=C1\NC(=O)CC(C(=O)Nc2ccccc2)S1 (stereo not drawn),3.1%,-3.9%,8.0%,-25.7%,-1.0%,8.0%,3.5%,0.7,93,-0.1%
CC1(c2ccccc2)NC(=O)N(CC(=O)N2CCN(S(=O)(=O)c3ccccc3[N+](=O)[O-])CC2)C1=O (stereo not drawn),-0.2%,14.3%,5.9%,10.9%,0.0%,-8.1%,-13.0%,-0.8,61,0.2%
O=C(O)C1C2CCC(O2)C1C(=O)Nc1cnn(Cc2ccccc2)c1 (stereo not drawn),-3.4%,4.4%,5.5%,13.6%,2.0%,10.9%,5.9%,-0.4,63,-0.1%
CC(C)NC(=O)CSc1nc(Cc2cccs2)nc2ccccc12,-5.9%,0.6%,14.9%,1.2%,0.1%,15.3%,13.6%,0.6,45,-0.3%
CC(C)CN1CCN(Cc2cccn2-c2ccc(Cl)cn2)CC1CCO (stereo not drawn),-6.1%,-10.1%,0.3%,0.4%,-0.6%,4.5%,-5.3%,1.0,56,-0.3%
CN(Cc1cnn(C)c1)Cc1nc(-c2ccc(Cl)cc2)no1,nt,1.6%,2.1%,-11.3%,0.3%,4.0%,-18.1%,-0.2,55,-0.2%
COC(=O)C(C(=O)OC)C(c1ccccc1)C(C(=O)c1ccccc1)[N+](=O)[O-] (stereo not drawn),0.5%,2.9%,1.7%,6.4%,-0.7%,-12.0%,-6.7%,1.8,32,-0.1%
Cc1ccc(-c2nc(-c3ccncc3)no2)c(C)c1,-3.6%,12.0%,1.3%,-11.6%,-0.3%,5.8%,-23.4%,2.9,61,0.8%
O=C(CCC(=O)NNC(=O)COc1ccccc1)NCc1ccccc1,-2.5%,0.7%,6.3%,38.9%,-3.0%,6.4%,5.2%,2.8,57,-0.1%

# Reprinted at random: three entries already listed
SMILES,KOR beta-arrestin-1,GPR55 LPI antagonism,MgcRacGAP inhibition,KOR beta-arrestin-2,UTI89 phage lysis,GPR35 antagonists,NOD1 inhibition,NTR1 agonist,NTR1 agonist cell count 20 µM,GPR55 activation
Cc1ccc2c(c1)N(CC(=O)N1CCN(C3CCCCC3)CC1)C(=O)CO2,-4.4%,6.8%,2.2%,25.2%,-0.2%,-1.5%,-16.2%,-0.1,48,-0.2%
Cc1ccc(S(=O)(=O)N(C)C)cc1NC(=O)COC(=O)Cc1n[nH]c(=O)c2ccccc12,1.5%,15.2%,6.6%,7.3%,-0.1%,11.5%,-12.5%,-0.2,55,0.0%
Cc1ccc(NC(=O)C(C)SCc2ccccc2)cc1 (stereo not drawn),-3.0%,2.8%,8.7%,-4.2%,1.5%,-6.2%,-15.0%,2.3,59,-0.1%

# Next results follow.
SMILES,KOR beta-arrestin-1,GPR55 LPI antagonism,MgcRacGAP inhibition,KOR beta-arrestin-2,UTI89 phage lysis,GPR35 antagonists,NOD1 inhibition,NTR1 agonist,NTR1 agonist cell count 20 µM,GPR55 activation
Cc1ccc(C)n1NC(=O)c1ccc(Cl)cc1,2.1%,-0.1%,5.2%,0.5%,2.9%,22.9%,-1.4%,-0.7,61,-0.1%
CC(C)N(Cc1ccccc1)C(=S)Nc1cccnc1,1.1%,-6.1%,1.5%,-22.6%[20 µM],0.4%,-8.5%,-35.4%,-2.1,49,-0.1%
Cc1ccc(NS(=O)(=O)N2CCOCC2)cc1Cl,0.6%,6.9%,0.8%,8.4%,2.3%[50 µM],-3.7%,-22.7%,1.3,50,-0.1%
Cc1ccc(CNC(=O)C2CCCN(c3nc4ccccc4o3)C2)cc1 (stereo not drawn),0.8%,11.5%,12.2%,-1.2%,0.3%,-23.8%,-12.1%,1.3,93,-0.2%
CCN(C(=O)CN1CCN(c2ccc(O)cc2)CC1)c1c(N)n(Cc2ccccc2)c(=O)[nH]c1=O,-1.5%,1.8%,15.0%,15.9%,1.4%,8.8%,4.3%,-0.5,101,0.6%
NS(=O)(=O)c1cc(C(=O)OCC(=O)N2CCOCC2)ccc1Cl,-4.1%,5.2%,7.4%,10.2%,0.2%,-19.1%,-39.9%,1.0,46,-0.2%
O=C1NC(=O)C2C1C(c1ccccc1)N1C3C(=O)NC(=O)C3C(c3ccccc3)N21 (stereo not drawn),0.8%,5.5%,3.3%,1.0%,0.5%,18.1%,6.2%,2.2,58,0.0%
CCN1CCN(C2=NC(=O)/C(=C/c3ccc(C)o3)S2)CC1,1.0%,1.7%,6.6%,-16.3%,8.1%,-1.3%,-15.5%,0.9,64,-0.1%
O=C(CN1C(=O)/C(=C/c2ccc(F)cc2)SC1=S)N1CCN(CCc2ccccn2)CC1,0.8%,-2.9%,-5.9%,12.5%,-0.5%,-9.7%,5.5%,-0.2,68,0.3%
O=C(CN1C(=O)C2C3C=CC(C3)C2C1=O)Nc1nc2ccccc2[nH]1 (stereo not drawn),-1.9%,9.5%,9.1%,24.4%,0.2%,1.9%,-19.4%,-1.5,35,-0.1%
CCOC(=O)c1ccc[n+](CC(=O)Nc2cc(C(F)(F)F)ccc2Cl)c1,-1.8%,-8.0%,-32.5%,24.4%,0.1%,-6.1%,-17.4%,-1.3,30,-0.7%
COc1cccc(NC(=O)COc2ncnc3sc(C)c(C)c23)c1,-1.9%,7.1%,5.7%,-31.1%,0.2%,-8.2%,-14.0%,0.1,45,-0.1%
O=C(N/N=C/c1ccc(F)cc1)c1ccccc1,5.2%,-1.0%,5.7%,-15.7%,0.0%,18.6%,-40.8%,2.3,46,-0.2%
Cc1ccc(NC(=S)N(Cc2ccco2)C2CCN(C(C)C)CC2)cc1,-0.2%,5.8%,8.8%,-10.6%,-0.1%,-12.2%,-18.1%,-1.2,65,0.6%
CCOC(=O)C1=C(C)NC2=C(C(=O)CC(c3cccs3)C2)C1c1cccs1 (stereo not drawn),-4.4%,12.0%,0.4%,17.3%,-0.2%,-4.8%,12.1%,-1.6,96,0.6%
CCN(CC)S(=O)(=O)c1ccc(NC(=O)COc2nc3ccccc3nc2N2CCOCC2)cc1,2.2%,6.1%,8.7%,14.9%,9.7%,-10.4%,-1.9%,3.7,42,-0.2%
COc1cc(C(=O)n2nc(C)cc2C)ccc1O,-1.2%,1.1%,19.0%,7.4%,2.3%,3.3%,4.2%,-1.3,99,0.2%
Cn1cccc1C(=O)NC(=O)COC(=O)c1cc(Cl)ccc1[N+](=O)[O-],2.5%,8.3%,16.5%,-5.1%,0.2%,12.4%,-19.5%,-1.2,51,0.2%

# Bioassay records as filed in PubChem.
